HCV inhibitor: HCV inhibition; Huh7.5.1 HCVcc-Cre infection, luciferase reporter, 44 h; 340,000 tested, 3.4% active; Potency, µM (top dose mostly 41.8 µM), inactives show at the highest dose activity change, negative = inhibition, actives largely listed as inhibitors
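A cell-based infection assay in which seeded cells (1,000 per well) receive test compound after 4 h, are inoculated with HCVcc-Cre at approximately 0.5 moi, and are incubated 44 h before luminescence detection.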
AMA1 RON2 block: inhibitors of Plasmodium falciparum AMA1-RON2 interaction; Potency, µM (series often up to 58.2 µM), inactives show top-dose activity change, negative = inhibition, actives largely listed as inhibitors; AlphaScreen AMA1-biotinylated RON2 peptide binding; 360,000 tested, 0.2% active;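 also: 0% = vehicle wells and -100% = peptide control; nearly all actives have a fitted effect of over 45% in size; some results filed as inactive show a strong effect at the top dose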
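AMA1 (3D7) with his tag at 25 nM final met compounds first, then biotinylated RON2 peptide at 25 nM; detection used donor plus acceptor beads, 10 µg/mL apiece, read by AlphaScreen after 30 min at room temperature.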
Giardia FBPA inh: blocks Giardia fructose-bisphosphate aldolase activity; 290,000 tested, 0.71% active; purified Giardia FBPA; A8B2U2; Potency, µM (highest dose often 59.6 µM), inactives show at the highest dose activity, negative = inhibition, actives largely listed as inhibitors; also: nearly all actives have a fitted effect of over 55% in size
Target sequence (A8B2U2 whole entry, looked up): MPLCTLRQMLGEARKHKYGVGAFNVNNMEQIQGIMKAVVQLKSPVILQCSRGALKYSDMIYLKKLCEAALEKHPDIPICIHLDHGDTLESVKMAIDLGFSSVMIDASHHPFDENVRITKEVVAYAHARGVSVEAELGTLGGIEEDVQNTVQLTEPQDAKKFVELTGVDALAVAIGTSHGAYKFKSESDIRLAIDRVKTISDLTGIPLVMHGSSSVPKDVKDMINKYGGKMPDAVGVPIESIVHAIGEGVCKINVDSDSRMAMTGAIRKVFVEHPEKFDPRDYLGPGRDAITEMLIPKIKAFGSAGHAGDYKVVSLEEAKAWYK
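Giardia FBPA (40 nM reagent) was preincubated 10 min at RT with compound (up to 57.5 uM final), then substrate plus GAPDH/TPI/NAD/arsenate coupling system with diaphorase/resazurin was added; resorufin fluorescence (525/598 nm) was read after 20 min.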
AmpC detergent: blocks E. coli AmpC beta-lactamase in detergent assay | AmpC hydrolysis of nitrocefin, absorbance 480 nm, 0.01% Triton | Potency, µM (highest dose often 114 µM), without a hit: at the highest dose activity change, negative = inhibition, most hits filed as inhibitors | 370,000 tested, 0.041% active;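 also: 0% = no-compound wells and -100% = no-enzyme wells; nearly all actives have a fitted effect of over 25% in size; some results filed as inactive show a strong effect at the top dose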
Target sequence (P00811 whole entry, looked up): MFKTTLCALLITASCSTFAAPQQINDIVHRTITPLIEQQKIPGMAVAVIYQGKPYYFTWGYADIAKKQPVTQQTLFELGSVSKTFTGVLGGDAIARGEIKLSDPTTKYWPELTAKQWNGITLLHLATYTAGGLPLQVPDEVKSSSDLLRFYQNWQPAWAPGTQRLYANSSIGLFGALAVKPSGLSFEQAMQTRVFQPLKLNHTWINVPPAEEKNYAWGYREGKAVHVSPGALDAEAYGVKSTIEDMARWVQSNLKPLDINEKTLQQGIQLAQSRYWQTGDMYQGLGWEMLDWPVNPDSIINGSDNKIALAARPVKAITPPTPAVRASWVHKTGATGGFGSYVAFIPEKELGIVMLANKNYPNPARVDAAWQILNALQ
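20 mM phosphate pH 7.0 + 0.01% (detergent screen) or 0.0001% Triton X-100; 5.3 nM AmpC reagent; cpd preinc 15 min RT; nitrocefin (800 uM stock) to start; A480 q20 s × 4 min; Activity was normalised to no-enzyme and no-compound control wells.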
* hit, by the source's call; ? = inconclusive; / = no result given; & = joins results of further samples; [ ] = another dose, or the depositor's remark. Calls follow the shape of the dose curve; as a rule, active = well fitted curve in the direction sought with a large enough effect; inconclusive = small, poorly fitted or top-dose-only effect, or another doubt; inactive = no such curve, though single readings can be large; an effect the other way counts as inactive or inconclusive. Unless noted, % is scaled to controls: 0 for no effect and ±100 for the full control effect; potency is read from the fitted curve at half-maximal effect. This is a subset; count on the stated rates, not on these rows.

SMILES | HCV inhibitor | AMA1 RON2 block | Giardia FBPA inh | AmpC detergent
Cc1[nH]c(C)c(Cl)c(=O)c1Cl | / | / | -6% | /
O=C(O)c1c(Sc2ccccc2)c2cc(Cl)ccc2n1Cc1ccc(Cl)cc1 | / | / | 25% | /
CCCC[C@@H]1C[C@H]1C(NC(=O)c1ccccc1)c1ccc(Cl)cc1 (stereo partly specified) | / | / | 5% | /
N#Cc1ccc(CN2CC3(CCN(C(=O)c4cccc(F)c4)CC3)C2)cc1 | / | / | -2% | /
COc1cccc(-c2nccc(N(C)Cc3ccco3)n2)c1 | / | / | -8% | /
CC[C@H](C)[C@H](NC(=O)[C@H](Cc1ccc(O)cc1)NC(=O)[C@@H]1CCCN1C(=O)[C@H](CCCN=C(N)N)NC(=O)[C@H](CCCN=C(N)N)NC(=O)[C@@H]1CCCN1C(=O)[C@H](CCCCN)NC(=O)[C@H](CC(N)=O)NC(=O)[C@H](CCC(N)=O)NC(=O)[C@H](Cc1ccc(O)cc1)NC(=O)[C@H](CC(C)C)NC(=O)[C@@H]1CCC(=O)N1)C(=O)N[C@@H](CC(C)C)C(=O)O | / | / | 0% | /
CN1CCc2nc(-c3ccccc3)c(-c3ccccc3)cc2C1 | / | / | -6%[12.9 µM] | /
CSc1nnc(SC)nn1 | / | / | -5% | /
c1cncc(CNc2ccnc(-c3cccnc3)n2)c1 | / | / | -7% | /
FC(F)(F)c1ccccc1-c1nccc(NCc2ccccc2)n1 | / | / | -11% | /
CO[C@@H]1COC(=O)C/C=C\[C@H](C)[C@@H](NS(=O)(=O)c2ccc(C)cc2)COC(=O)C/C=C\[C@@H]1C | / | / | 2%&3%[12.9 µM] | /
CC(C)NC(=O)N1CCC2(CC1)CCN(C(=O)c1cccc(F)c1)CC2 | / | / | 6% | /

Brought forward from above: 6 compounds; new compounds follow.
SMILES | HCV inhibitor | AMA1 RON2 block | Giardia FBPA inh | AmpC detergent
CN1CCc2nc(-c3ccccc3)c(-c3ccccc3)cc2C1 | / | / | -6%[12.9 µM] | /
CSc1nnc(SC)nn1 | / | / | -5% | /
c1cncc(CNc2ccnc(-c3cccnc3)n2)c1 | / | / | -7% | /
FC(F)(F)c1ccccc1-c1nccc(NCc2ccccc2)n1 | / | / | -11% | /
CO[C@@H]1COC(=O)C/C=C\[C@H](C)[C@@H](NS(=O)(=O)c2ccc(C)cc2)COC(=O)C/C=C\[C@@H]1C | / | / | 2%&3%[12.9 µM] | /
CC(C)NC(=O)N1CCC2(CC1)CCN(C(=O)c1cccc(F)c1)CC2 | / | / | 6% | /
COC(=O)[C@H](C)NC(=O)[C@@H](C)CO | / | / | 0%[12.9 µM] | /
O=C1C=CC2(OCCCO2)C(Br)=C1 | / | / | 2%[12.9 µM] | /
C=CCC1C=CC(Oc2ccc(OC)cc2)C(COC(=O)c2ccc(Br)cc2)O1 (stereo unspecified) | / | / | 2%[12.9 µM] | /
CCCCC(C)/C=C(C)/C=C(\C)C(=O)NC1=CC(O)(/C=C/C=C/C=C/C(=O)NC2=C(O)CCC2=O)C2OC2C1=O (stereo unspecified) | / | / | -8% | /
Oc1ccc2c3c1O[C@H]1[C@@H](O)CC[C@]4(O)[C@H](C2)N(CC2CCC2)CC[C@@]314 | / | / | -1%[21.7 µM] | /
COc1cc(NC(=O)c2ccccc2-c2ccccc2)cc(OC)c1OC | / | / | 3% | 2%
O=C(Nc1ccccn1)c1ccc2nc(-c3ccccc3)c(-c3ccccc3)nc2c1 | / | / | -4% | -6%
COc1cc(/C=C(\C#N)C(=O)Nc2cccc3ncccc23)ccc1O | / | / | -10% | ?
O=C(CSc1nnnn1-c1ccc(O)cc1)N1N=C(c2ccc3ccccc3c2)CC1c1ccccc1 (stereo unspecified) | / | / | 0% | 1%
N/C(=N\OC(=O)COc1ccc2ccccc2c1Br)c1ccncc1 | / | / | -6% | -3%
CCc1cc2c(=O)c(-c3ccc(F)cc3)c(C(F)(F)F)oc2cc1OCC(=O)O | / | / | 19% | -1%
CC(=O)Nc1ccc(NC(=O)Cc2ccc(F)cc2)cc1 | / | / | 9% | -4%
CCOc1nc(C)cc(C)c1S(=O)(=O)c1cccc(C)c1 | / | / | -12% | -6%
COc1ccc(/C=C2/C(=O)NC(=O)N(Cc3ccco3)C2=O)cc1 | / | / | -7% | 11%
Clc1ccccc1CSc1nncn1-c1cccnc1 | / | / | 0% | 5%
CC(C)CCN(C(=O)COc1ccc(C#N)cc1)c1c(N)n(Cc2ccccc2)c(=O)[nH]c1=O | / | / | 4% | 5%
Cc1cccc(NC(=O)c2ccccc2OCC(=O)N2CCCC2)c1C | / | / | 3% | -1%
CSc1ccc(C2c3[nH]c4ccccc4c3CCN2C(=O)c2cc(C)n(C)n2)cc1 (stereo unspecified) | / | / | -12% | 2%
CCOC(=O)[C@H]1[C@H]2COc3cc(OC)ccc3[C@@H]2N2C(=O)[C@@H](CO)NC(=O)[C@@]12C | 8% | / | / | /
Cc1ccc2c(c1)-n1c(nc3ccc(C)cc3c1=O)C(Cc1ccccc1)NC2=O (stereo unspecified) | -18% | / | / | /
COc1ccc2nc3n(c(=O)c2c1)-c1cc(C)ccc1C(=O)NC3Cc1ccc(O)cc1 (stereo unspecified) | 16% | / | / | /
C=C1/C=C(\C)[C@](C)(O)C[C@H](O)CC(=O)[C@H](O)[C@@H](O)[C@H](C)C[C@H](C)OC(=O)/C(C)=C/CC/C=C/[C@@H]2O[C@H]2C[C@H](C)C1 | 11% | / | / | /
CCC(c1nnnn1-c1c(C)cccc1C)N1CCN(c2ccc(C(F)(F)F)cc2[N+](=O)[O-])CC1 (stereo unspecified) | / | 9% | / | /
CC1(Cc2cc(Cl)ccc2C(F)(F)F)C(=O)Nc2ccc(OC(F)(F)F)cc21 (stereo unspecified) | / | 3% | / | /
N#CN1C2CCC1CC(O)(c1ccccc1)C2 (stereo unspecified) | / | -2% | / | /
CC1(C)OC2C(CO)OC(n3cnc4c(=S)nc(N)[nH]c43)C2O1 (stereo unspecified) | / | 111%[activator] | / | /
COCCNC(=O)C1(C)CCCN(Cc2ccc(OC)cc2)C1 (stereo unspecified) | / | -1% | / | /
CC1(C)CC(N2CCOCC2)=CC(=S)N1 | / | -2% | / | /
Cc1cccnc1C(NC(=O)C1CCN(Cc2ccc(Oc3ccccc3)cc2)CC1)c1ccccc1 (stereo unspecified) | / | -19% | / | /
CC(C)N=C1CCCC1C(=S)SSC(=S)C1CCCC1=NC(C)C (stereo unspecified) | / | 4% | / | /
CCOC(=O)[C@]12Cc3cc(Cl)ccc3[C@H]1N(CC(=O)OC)C(=O)c1ccccc12 | / | 6% | / | /
CCc1nc2c(OCc3cccc(Cl)c3)cccn2c1N(C)C(=O)C(C)C | / | -1% | / | /
Cc1ccc(Cc2c(-c3ccco3)nc3ccc(Cl)cn23)cc1 | / | -8% | / | /
CCN1CCN(CCNC(=O)c2ccc3c(c2)NC(=O)/C(=C\c2cccc(Cl)c2)S3)CC1 | / | -7% | / | /
CN(CCOc1ccccc1)Cc1ccccc1 | / | 0% | / | /
Nc1ncnc2c1ncn2C1OCC(O)C1O (stereo unspecified) | / | 12% | / | /

Exported with tabs: 2 of the compounds above
Compound	HCV inhibitor	AMA1 RON2 block	Giardia FBPA inh	AmpC detergent
CCc1nc2c(OCc3cccc(Cl)c3)cccn2c1N(C)C(=O)C(C)C	/	-1%	/	/
N#CN1C2CCC1CC(O)(c1ccccc1)C2 (stereo unspecified)	/	-2%	/	/

Further entries follow:
SMILES | HCV inhibitor | AMA1 RON2 block | Giardia FBPA inh | AmpC detergent
O=C(CN1CCCC1)Nc1nc(-c2ccc(Cl)cc2)cs1 | / | 78%[activator] | / | /
CC1Oc2ccc(C#N)cc2N(Cc2ccc(F)cc2)C1=O (stereo unspecified) | / | -7% | / | /
COc1ccccc1Cc1c(-c2ccc(C#N)cc2)nc2c(Cl)cc(C(F)(F)F)cn12 | / | 10% | / | /
Nc1nc2cc(Cl)ccc2cc1C(=O)NCCCc1ccccc1 | / | 2% | / | /
CCCS(=O)(=O)NC(=O)C1(C)CCCN(C(=O)c2ccc3c(c2)OCO3)C1 (stereo unspecified) | / | 8% | / | /
O=C(NCc1cccc(C(F)(F)F)c1)c1[nH]c(C(F)(F)F)nc1-c1ccccc1 | / | 37%[activator] | / | /
COCCNC(=O)C1(C)CCN(Cc2noc(-c3c(C)noc3C)n2)C1 (stereo unspecified) | / | 0% | / | /
C[C@H]1[C@@H](OS(=O)(=O)O)C[C@@H]2C[C@H]([C@@H](O)c3cc(=O)[nH]c(=O)[nH]3)NC3=NC[C@H]1N32 | / | 29% | / | /
COC(=O)c1c[n+]([O-])ccc1OC | / | -8% | / | /
Cc1cc2c(cc1C)N(C(=O)CCl)CC(=O)N2 | / | 4% | / | /
CCc1ccc(C(O)c2ncc(-c3cccc(OC)c3)[nH]2)cc1 (stereo unspecified) | / | -15% | / | /
Clc1ccc(N2O[C@H]3C=C[C@@H]2C3)nc1 | / | 65%[activator] | / | /
COc1ccc(C(O)c2ncc(-c3cccc(OCc4ccccc4)c3)[nH]2)cc1F (stereo unspecified) | / | -7% | / | /
CCCC(=O)N1CCC1(C)C(=O)NCc1ccc(C(C)C)cc1 (stereo unspecified) | / | 26% | / | /
COCCNC(=O)C1(C)CCCN(Cc2csc(-c3ccc(Cl)cc3)n2)C1 (stereo unspecified) | / | -8% | / | /

From PubChem BioAssay
